PL biosyn Enam = animal cell phospholipid biosynthesis inhibition, Enamine screen | ZR-82 CHO cells, pyrene fatty acid UV survival, CellTiter Blue; peroxisome-deficient CHO-K1 mutant line; plus DGAT-1, DGAT-2 and ACAT inhibitors | calls only at 10 µM | 20,000 tested, 0.4% active;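 active means cell survival signal 2 SD away from solvent-only control wells, confirmed on one or two retests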;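 further: 3 h compound exposure then viability read about one day after UV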
Calls only; i = inactive; + = active, no number.

mol | PL biosyn Enam
O=C(OCc1cc(=O)n2cc(Br)ccc2n1)C12CC3CC(CC(C3)C1)C2 | i
CCCCN(C(=O)/C=C/c1ccco1)c1c(N)n(CCC)c(=O)[nH]c1=O | i
CN1C(=O)/C(=C2\SC(=S)N(C(CCC(=O)O)C(=O)O)C2=O)c2ccccc21 (stereo not given) | i
FC(F)(F)c1ccc(C2C=C(c3cccs3)Nc3nnnn32)cc1 (stereo not given) | i
CN(Cc1ccc(Cl)cc1Cl)Cn1ccn(C)c1=S | i
CCN=c1scc(-c2cc(OC)ccc2OC)n1/N=C/C1CC2C=CC1C2 (stereo not given) | i
COCCN1C(=O)/C(=C/c2c(N3CCCCC3)nc3c(C)cccn3c2=O)SC1=S | i
CC1(C)CC2CC(C)(CN2C(=S)NC(=O)C2(C)CC2(Cl)Cl)C1 (stereo not given) | i
NS(=O)(=O)c1ccc(NS(=O)(=O)c2ccc(F)cc2)cc1 | i
Brc1ccc(C2=Nc3ccccc3SC2c2nc3ccccc3[nH]2)cc1 (stereo not given) | i
Brc1ccc(C2=CC(c3ccc4c(c3)OCO4)n3ncnc3N2)cc1 (stereo not given) | i
O=[N+]([O-])c1cc2c(c(CSc3ncc(C(F)(F)F)cc3Cl)c1)OCOC2 | i
CC(=O)Nc1sc(C)c(C)c1C(=O)O | i
Clc1cccc(OCc2nc3ccccc3o2)c1Cl | i
CCNC(=S)NNC(=S)NCC1CCCO1 (stereo not given) | i
CC1NC(=S)N(C2CC2)C1=O (stereo not given) | i
CCC(C)C(NC(N)=O)C(=O)NNC(=O)CC12CC3CC(CC(C3)C1)C2 (stereo not given) | i
O=C(N=C1N=C2C=CC(I)=CN2Cc2ccccc21)c1cc2ccccc2oc1=O | i
O=C(OC12CC3CC(CC(C3)C1)C2)C12CC3CC(CC(C3)C1)C2 | i
O=S(=O)(O)CCCN1CCN(S(=O)(=O)c2ccc3c(c2)OCCO3)CC1 | i
O=C1/C(=C2/C(=O)N(Cc3ccccc3)c3ccc(Br)cc32)SC(=S)N1CCS(=O)(=O)O | i
C=CCn1c(C)csc1=Nc1ccc(Cl)cc1 | i
CCn1c(=S)[nH]c2sc3c(c2c1=O)CCCCC3 | i
COCCNC(=S)NN=C1CCCCC1 | i
COc1ccc(N=c2scc(-c3cc(OC)c(OC)c(OC)c3)n2/N=C/c2cc3c(cc2[N+](=O)[O-])OCO3)cc1 | i
O=C(Cn1cc(C(F)(F)F)ccc1=O)NCCC1=CCCCC1 | i
Cc1cc(C(=O)CSc2nc(C(C)(C)C)nc3c2c(=O)n(C)c(=O)n3C)c(C)n1Cc1ccco1 | i
Cn1c(C2CCCCC2)nc2ccccc21 | i
CSCCCNC(=S)Nc1ccc(F)c(Cl)c1 | i
CCN(CC)P(=O)(C(Cl)=C(N1CCOCC1)N1CCOCC1)N(CC)CC | i
O=S(=O)(NC1CC1)c1ccc(F)c(F)c1 | i
O=[N+]([O-])c1ccc(N2CCN(CC(O)Cn3c4ccccc4c4ccccc43)CC2)c([N+](=O)[O-])c1 (stereo not given) | i
COc1ccc(OC)c(Nc2ncnc3sc4c(c23)CCC4)c1 | i
CCCCCCN1C(=O)/C(=C\c2sccc2C)SC1=S | i
Cc1ccc2nc(SCc3cn4cccnc4n3)[nH]c2c1 | i
COCCn1c(=S)[nH]c2sc3c(c2c1=O)CCC3 | i
CCS(=O)(=O)c1ccc2oc(=S)n(CN3CCOCC3)c2c1 | i
COc1cc(/C=N/Nc2ccc(C(F)(F)F)cn2)cc(OC)c1 | i
Cc1sc2ncn(-n3cccc3)c(=O)c2c1C | i
Brc1cc2c(cc1COc1ccc(-c3nnco3)cc1)OCO2 | i
O=[N+]([O-])/C(CN1CCOCC1)=C1/CCCN1 | i
O=C(CSc1nnnn1C1CCCC1)c1cc2ccccc2o1 | i
O=C1CCC(=O)N1NC(=O)C12CC3CC(CC(C3)C1)C2 | i
CCC(C)(C)C1CCC2(CC1)NCCc1c2[nH]c2ccccc12 (stereo not given) | i
O=c1nc(C(F)(F)F)c(-c2nc3ccccc3s2)c2sc3ccccc3n12 | i
O=[N+]([O-])c1ccc(OC2CCS(=O)(=O)C2)c([N+](=O)[O-])c1 (stereo not given) | i
OC1(C(F)(F)F)CC=NN1c1c(Cl)cc(Cl)cc1Cl (stereo not given) | i
CC1C/C(=N/N=c2\sc3ccccc3n2C)CC(C)(C)C1 (stereo not given) | i
COC(=O)NC(NC(=S)Nc1ccc(OC)cc1[N+](=O)[O-])C(Cl)(Cl)Cl (stereo not given) | i
COC(=O)c1c(C)[nH]c(C(=O)C(C)OC(=O)c2cc(Br)c(Br)s2)c1C (stereo not given) | i
CCS(=O)(=O)c1ccc2oc(=S)n(CN3CCC(C)CC3)c2c1 | i
CCCCSc1n[nH]c(=O)n1C1CC1 | i
O=C(CSc1ncnc2sccc12)NC(=O)NC1CCCCC1 | i
CCN=c1scc(-c2ccc(F)cc2)n1/N=C/c1ccc(C(C)C)cc1 | i
COc1ccc(OC)c(NC(=S)NCCCN2CCOCC2)c1 | i
CN=c1scc(-c2ccc(Br)cc2)n1/N=C/c1ccccc1I | i
COc1ccc(Br)cc1C1Nc2cc(C(F)(F)F)c(S(N)(=O)=O)cc2S(=O)(=O)N1 (stereo not given) | i
Oc1ccccc1/C=N/[n+]1ccccc1 | i
CCOc1ccc2nc(SCC(OCC)OCC)[nH]c2c1 | i
COc1ccccc1N=P1(N2CCOCC2)/C(=C2\N(C)c3ccccc3C2(C)C)C=NN1C (stereo not given) | i

Following part
mol | PL biosyn Enam
O=C(O)CSCC(=O)N1CCOCC1 | i
CCCCCC/C(C)=N/Nc1ccc([N+](=O)[O-])cc1 | i
c1nc(NC2CCCCCCC2)c2c3c(sc2n1)CCC3 | i
Cc1nc(Cc2nnc(SCC(=O)c3c(N)n(C4CC4)c(=O)[nH]c3=O)o2)cs1 | i
CC(C)(C)NCCCN | i
Nc1cccc2c(Oc3ccc([N+](=O)[O-])cc3)cccc12 | i
O=C(O)CC1(CC(=O)N2CCN(C(=O)CC3(CC(=O)O)CCCCC3)CC2)CCCCC1 | i
CCOC(=O)c1sc(N)c(C(=O)OCC)c1CSc1nnc(SCC)s1 | i
CC(C)c1cc(C(C)C)c(S(=O)(=O)Oc2ccc([N+](=O)[O-])cc2)c(C(C)C)c1 | i
S=c1nc(-c2ccco2)n(Cc2ccccc2)c(=S)n1C(=NCc1ccccc1)c1ccco1 | i
C/C(=N\Nc1ncc(Cl)cc1Cl)c1ccco1 | i
N=C1C2=C3Sc4ccccc4N3CCCC2=NN1c1ccc(Cl)cc1 | i
FC(F)(F)c1ccc(C(F)(F)F)c(N=Cc2cn(-c3ccccc3)nc2-c2ccc3c(c2)OCCO3)c1 | i
Cc1cccn2cc(CSc3nnc(C4CC4)n3C3CC3)nc12 | i
COc1ccc(-c2nnc(SCc3nnc(-c4ccco4)o3)o2)cc1OC | i
Nc1nn2cc(-c3ccccc3)nc2c2ccccc12 | i
O=C(C1CC1)N1CCN(Cn2nnc3ccccc3c2=O)CC1 | i
Cc1ccc2nc(COC(=O)CN3C(=O)C4CC=CCC4C3=O)cc(=O)n2c1 (stereo not given) | i
Cn1c(-c2ccco2)n[nH]c1=S | i
O=S(=O)(Nc1ccc(OC(F)(F)F)cc1)c1ccc(F)c(F)c1 | i
COc1cc(/C=N/N=c2\sc3ccccc3n2C)cc(Br)c1O | i
O=C(NNC(=S)NC1CC1)C(=O)NNC(=S)NC1CC1 | i
C/C(=N\N=c1/sc2ccccc2n1C)c1ccc2c(c1)Nc1ccccc1S2 | i
CN(Cc1ccc2c(c1)OCCO2)S(=O)(=O)c1ccc(F)c(F)c1F | i

The list goes on:
| mol | PL biosyn Enam |
| --- | --- |
| Cn1c(=O)[nH]c(=O)c2[nH]c(SCC(=O)O)nc21 | i |
| S=C(N/N=C1\CCCc2ccccc21)NC1CCCCC1 | i |
| Cc1cc(C(=O)OCC(=O)NN2C(=O)NC3(CCC(C)CC3)C2=O)c(C)o1 (stereo not given) | i |
| c1ccc(-n2c(SCc3cn4ccsc4n3)nc3ccccc32)cc1 | i |
| OC(Cn1ccnc1)n1c(-c2ccccc2)nc(-c2ccccc2)c1-c1ccccc1 (stereo not given) | i |
| Cc1ncc(C[n+]2csc(C)c2C)c(N)n1 | i |
| Cc1cc2nc(C(F)(F)F)[nH]c(=O)n2n1 | i |
| Clc1ccc(NN=C2c3ccccc3-c3ccccc32)cc1 | i |
| CC(C)(C)NC(=O)NC(=O)CSc1nnc(C2CC2)n1C1CC1 | i |
| O=C(Nc1nc(CN2CCCCC2)cs1)NC12CC3CC(CC(C3)C1)C2 | i |
| COc1ccc(-n2nnnc2SCc2cc3c(cc2Br)OCO3)cc1 | i |
| C(=N\Nc1nc2ccccc2[nH]1)/C(c1ccccc1)c1ccccc1 | i |
| O=C(O)CSc1ccc(F)cc1 | i |
| Fc1ccc(C2=CC(c3ccc(Cl)c(Cl)c3)n3nnnc3N2)cc1 (stereo not given) | i |
| O=C(NS(=O)(=O)c1ccc(Cl)s1)c1sc2cc(Cl)ccc2c1Cl | i |
| O=C1/C(=C/c2ccc3c(c2)OCO3)SC(=S)N1c1ccc2c(c1)OCCO2 | i |
| O=C(O)/C=C/c1ccsc1 | i |
| CC(C)CC(N)C(O)C(F)(F)F (stereo not given) | i |
| CCCc1sc(C(=O)Nc2nnc(C3CC3)s2)cc1CC | i |
| CCn1cn[nH]c1=S | i |
| O=C(OC1CCOC1=O)c1c(Cl)ccc(Cl)c1Cl (stereo not given) | i |
| O=C(CN1CCOCC1)N1N=C(c2cccs2)CC1c1cccs1 (stereo not given) | i |
| O=S(=O)(c1c(F)cccc1F)N1CCNCC1 | i |
| CCN=c1scc(-c2ccc(F)cc2)n1/N=C/c1cc(C)ccc1C | i |
| Clc1ccc2c(NN=C3c4ccccc4-c4ccccc43)ccnc2c1 | + |
| COc1ccccc1OCCOCCOc1ccccc1OC | i |
| COc1ccc(NS(=O)(=O)c2ccc3oc(=S)[nH]c3c2)cc1 | i |
| Nc1nccnc1C(=O)OCc1cc(=O)n2ccsc2n1 | i |
| Cc1sc2nc(C(C)OC(=O)CCCN3C(=O)NC4(CCCC4)C3=O)[nH]c(=O)c2c1C (stereo not given) | i |
| Cn1c2c(c(=O)n(C)c1=O)C(c1ccc(C(F)(F)F)cc1)C1=C(COC1=O)N2 (stereo not given) | i |
| O=S(=O)(c1cc(Cl)cc(Cl)c1O)N1CCCC1 | i |
| C/C(=N\N=c1/sc2ccccc2n1C)c1ccc(-c2ccccc2)cc1 | i |
| CC(C)CN(CC(C)C)C(=O)CSc1nn2c(=O)c(C(C)(C)C)nnc2s1 | i |
| CCCCn1c(=O)[nH]c(=O)c2c1nc(COC(=O)c1c(C)[nH]c(C(=O)OCC)c1C)n2CCC | i |
| CC(C)(C)P(=NC(=S)Nc1ccc(N2CCOCC2)cc1)(N1CCCCCC1)N1CCCCCC1 | i |
| O=C1CCCC2=C1C(c1ccc3c(c1)OCO3)c1c([nH]c(=O)[nH]c1=O)N2 (stereo not given) | i |

Structural class, the entries above containing a COOH group.
| mol | PL biosyn Enam |
| --- | --- |
| CN1C(=O)/C(=C2\SC(=S)N(C(CCC(=O)O)C(=O)O)C2=O)c2ccccc21 (stereo not given) | i |
| CC(=O)Nc1sc(C)c(C)c1C(=O)O | i |
| O=C(O)CSCC(=O)N1CCOCC1 | i |
| O=C(O)CC1(CC(=O)N2CCN(C(=O)CC3(CC(=O)O)CCCCC3)CC2)CCCCC1 | i |
| Cn1c(=O)[nH]c(=O)c2[nH]c(SCC(=O)O)nc21 | i |
| O=C(O)CSc1ccc(F)cc1 | i |
| O=C(O)/C=C/c1ccsc1 | i |

The listing picks up, starting six compounds before the break.
| mol | PL biosyn Enam |
| --- | --- |
| O=S(=O)(c1cc(Cl)cc(Cl)c1O)N1CCCC1 | i |
| C/C(=N\N=c1/sc2ccccc2n1C)c1ccc(-c2ccccc2)cc1 | i |
| CC(C)CN(CC(C)C)C(=O)CSc1nn2c(=O)c(C(C)(C)C)nnc2s1 | i |
| CCCCn1c(=O)[nH]c(=O)c2c1nc(COC(=O)c1c(C)[nH]c(C(=O)OCC)c1C)n2CCC | i |
| CC(C)(C)P(=NC(=S)Nc1ccc(N2CCOCC2)cc1)(N1CCCCCC1)N1CCCCCC1 | i |
| O=C1CCCC2=C1C(c1ccc3c(c1)OCO3)c1c([nH]c(=O)[nH]c1=O)N2 (stereo not given) | i |
| Cn1ccnc1Sc1ccc(S(=O)(=O)C(F)(F)F)cc1[N+](=O)[O-] | i |
| O=P1(Nc2ccc(NP3(=O)C=C(c4ccccc4)SC(c4ccccc4)=C3)cc2)C=C(c2ccccc2)SC(c2ccccc2)=C1 | i |
| O=S(=O)(c1cccs1)N1CCN(c2nc(C(F)(F)F)nc3ccccc23)CC1 | i |
| Cl/C(=C/c1ccc(Cl)cc1)c1ccc2ccccc2n1 | i |
| O=C(CCc1nc2sc3c(c2c(=O)[nH]1)CCCC3)OCc1cc(=O)n2ccsc2n1 | i |
| O=C1CC2(CCCC2)C(=O)N1CN1CCN(S(=O)(=O)c2cc(F)ccc2F)CC1 | i |
| Oc1nc(-c2ccccc2)n2ccncc12 | i |
| CN1CCN(/N=C/c2ccccc2O)CC1 | i |
| CC(Sc1nnc(-c2ccc3c(c2)OCO3)o1)c1nnc(-c2ccc([N+](=O)[O-])cc2)o1 (stereo not given) | i |
| O=S(=O)(c1ccc(SCc2cc(Cl)c3c(c2)OCCCO3)nc1)N1CCCC1 | i |
| Clc1cnc(N/N=C/c2ccc[nH]2)c(Cl)c1 | i |
| S=c1[nH]nc(Cc2cccc3ccccc23)n1/N=C/c1ccc2c(c1)OCCO2 | i |
| COc1ccc2c(=O)c(Oc3ccc(F)cc3)c(C(F)(F)F)oc2c1 | i |
| COCCn1c(O)c(C=NCCNC(C)=O)c(=O)[nH]c1=S | i |
| O=C(O)CCc1nc2sc3c(c2c(=O)[nH]1)CCC3 | i |
| CCN(C(=O)C[N+]12CC[N+](CC(=O)N(CC)C3CCCCC3)(CC1)CC2)C1CCCCC1 | i |
| CC1CC(C)CN(c2ncnc(N)c2[N+](=O)[O-])C1 (stereo not given) | i |
| CC(C)Cn1c(SCc2cn3ccsc3n2)nc2sc3c(c2c1=O)CCCC3 | i |
| Cn1c(C2=C(O)CN(c3ccccc3)C2=N)[n+](C)c2ccccc21 | i |

Only part of the results is shown. The share of hits here may be higher or lower than overall.
